Assay outcomes deposited in PubChem by National Center for Advancing Translational Sciences (NCATS).
KDM5B inhibitor – Primary screen for KDM5B Histone Demethylases FDH-coupled qHTS; KDM5B demethylase, FDH-coupled NADH fluorescence (FDH is formaldehyde dehydrogenase); Lysine-specific demethylase 5B (Homo sapiens), Q9UGL1; Potency, µM (highest dose often 57.7 µM), inactives show top-dose activity change, negative = inhibition, hits mostly inhibitors; hit rate 2.6% among 220,000; active = well fitted inhibition curve with a large enough effect; inconclusive = small, poorly fitted or top-dose-only effect; inactive = no such curve, though single readings can be large or run the other way; note: 0% is about no effect; nearly all actives have a fitted effect of over 70% in size
Target sequence (Q9UGL1 whole entry, looked up): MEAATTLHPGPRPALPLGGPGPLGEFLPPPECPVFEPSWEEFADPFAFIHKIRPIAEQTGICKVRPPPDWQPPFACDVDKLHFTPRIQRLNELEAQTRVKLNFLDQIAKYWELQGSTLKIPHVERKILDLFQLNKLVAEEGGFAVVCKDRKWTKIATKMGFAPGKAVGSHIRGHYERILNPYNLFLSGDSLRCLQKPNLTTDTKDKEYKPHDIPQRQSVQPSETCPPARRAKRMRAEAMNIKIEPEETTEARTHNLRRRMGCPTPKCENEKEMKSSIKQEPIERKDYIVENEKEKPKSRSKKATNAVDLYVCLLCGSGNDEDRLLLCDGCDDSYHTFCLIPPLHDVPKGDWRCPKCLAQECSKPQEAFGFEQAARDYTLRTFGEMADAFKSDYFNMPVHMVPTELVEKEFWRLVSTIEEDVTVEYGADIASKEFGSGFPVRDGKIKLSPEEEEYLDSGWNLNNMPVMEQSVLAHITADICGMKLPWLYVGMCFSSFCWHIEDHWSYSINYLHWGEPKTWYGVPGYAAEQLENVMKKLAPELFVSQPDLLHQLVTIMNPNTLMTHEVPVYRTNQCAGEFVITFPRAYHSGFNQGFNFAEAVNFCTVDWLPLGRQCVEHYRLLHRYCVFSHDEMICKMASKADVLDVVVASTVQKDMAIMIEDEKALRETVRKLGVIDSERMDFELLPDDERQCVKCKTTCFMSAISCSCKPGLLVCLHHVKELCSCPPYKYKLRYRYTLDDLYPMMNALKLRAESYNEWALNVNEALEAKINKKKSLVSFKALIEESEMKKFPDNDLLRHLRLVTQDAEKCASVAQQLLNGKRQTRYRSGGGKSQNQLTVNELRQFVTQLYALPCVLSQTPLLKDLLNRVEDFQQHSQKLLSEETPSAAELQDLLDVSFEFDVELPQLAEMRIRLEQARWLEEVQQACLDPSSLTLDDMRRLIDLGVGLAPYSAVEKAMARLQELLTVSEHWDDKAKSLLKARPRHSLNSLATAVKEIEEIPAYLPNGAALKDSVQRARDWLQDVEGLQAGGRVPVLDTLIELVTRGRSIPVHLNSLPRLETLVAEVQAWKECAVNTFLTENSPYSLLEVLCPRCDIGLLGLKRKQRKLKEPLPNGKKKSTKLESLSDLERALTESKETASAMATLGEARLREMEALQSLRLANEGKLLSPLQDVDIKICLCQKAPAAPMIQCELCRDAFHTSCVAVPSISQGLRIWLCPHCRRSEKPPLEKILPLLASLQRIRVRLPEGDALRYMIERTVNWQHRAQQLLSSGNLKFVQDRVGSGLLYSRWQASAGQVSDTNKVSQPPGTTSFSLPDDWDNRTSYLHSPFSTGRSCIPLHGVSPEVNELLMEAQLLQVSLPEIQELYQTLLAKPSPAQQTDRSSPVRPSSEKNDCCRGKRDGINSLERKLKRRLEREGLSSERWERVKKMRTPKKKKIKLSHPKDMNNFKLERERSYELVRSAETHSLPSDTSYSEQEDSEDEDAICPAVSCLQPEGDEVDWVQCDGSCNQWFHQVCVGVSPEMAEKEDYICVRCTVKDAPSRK
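Measured: NADH fluorescence change, 30 min, RT. System: KDM5BΔAP 200 nM final, H3K4me3 peptide, α-KG, Fe(II), ascorbate, NAD⁺ plus FDH, pH 7.5 HEPES. Compounds: titrated, 10 min pre-incubation with enzyme.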
* = called active by the depositor; i = inactive; ? = inconclusive; [ ] = dose if it differs, or a comment. Potency is the fitted concentration of half-maximal effect. Not all compounds are listed. The share of hits here may be higher or lower than overall.

SMILES	KDM5B inhibitor
O=C(O)CCCN1CCCCCC1	-9%
O=C(C1CCCC1)N1CC2(CCCN(Cc3ccccn3)C2)Cc2ccccc21 (stereo unspecified)	-14%[115 µM]
Cc1csc(SCC(=O)Nc2ccc(C(N)=O)cc2)n1	-6%
CCOc1cc2[nH]c(=O)n(Cc3ccc(C(=O)NCCN(CC)CC)cc3)c(=O)c2cc1OCC	?
O=C(Cc1ccc(Cl)cc1)Nc1ccc2nn(-c3ccc(Cl)cc3)nc2c1	?
O=C(Cn1nc(-c2ccco2)ccc1=O)Nc1ccccc1	?
CCN1CCN(CCNC(=O)c2cc(-c3ccc(C)cc3)cn2C)CC1	-13%
CN(Cc1ccccc1)C(=O)c1ccc2c(c1)N(Cc1ccccc1Cl)C(=O)c1ccccc1S2	-27%
CC(=O)Nc1c(-c2ccc(C)cc2)c(C)nn1-c1ccc(C(=O)NCc2cccnc2)cc1	5%
CCc1ccc2oc(C(=O)N(Cc3ccccc3)C3CCS(=O)(=O)C3)cc(=O)c2c1 (stereo unspecified)	9%
Cn1c(=O)[nH]c(=O)c2c1nc(N1CCN(CC(N)=O)CC1)n2Cc1ccccc1Cl	11%
Cc1ccccc1-c1nc(CN2CCC(C(=O)NCCc3ccccc3)CC2)c(C)o1	-15%
O=C(Cn1cnc(S(=O)(=O)N2CCOCC2)c1)N1CCN(c2ccc(F)cc2)CC1	13%
O=C1Nc2ccccc2CC12CCN(Cc1cccs1)C2 (stereo unspecified)	2%[86.2 µM]
COc1ccc(OC)c(NC(=O)Cn2ccn(-c3ccc(OC)c(OC)c3)c(=O)c2=O)c1	-24%
CN(C)c1nc(-c2ccncc2)nc2c1CCN(C(=O)Cc1n[nH]c(=O)[nH]1)C2	-28%
O=C(Cc1ccccc1)Nc1ccc([C@@H](O)[C@H]2COCC(=O)N2Cc2ccncc2)cc1	6%[86.2 µM]
CCn1cnc2c1c(=O)n(CC(=O)OC(C)C(N)=O)c(=O)n2Cc1ccccc1 (stereo unspecified)	7%
Cc1cc(C)c(SCC(=O)NC(C)(C#N)C2CC2)c(C)c1 (stereo unspecified)	-10%
COc1cc(C#N)ccc1OCc1csc(-c2cccc(OC)c2OC)n1	?
Cc1ccc2nc(Cl)c(/C=N/NC(=O)CN3CCOCC3)cc2c1	-8%
C=CCSc1nnc(NC(=O)c2cc(=O)c3cc(C)c(C)cc3o2)s1	20%
CN(C)C(=O)C1CN(C(=O)Nc2ccc(F)c(Cl)c2)CC12CCOCC2 (stereo unspecified)	9%
Cc1noc(-c2cn(C3CCN(C(=O)c4ccccc4)CC3)nn2)n1	-2%
COC(=O)[C@@H](Cc1cccnc1)NC(=O)[C@H]1CN(C(=O)Nc2ccccc2)CCN1S(=O)(=O)c1ccccc1	-22%
Additional results.
SMILES	KDM5B inhibitor
O=C(O)CC1(CC(=O)N[C@H]2CO[C@H]3[C@@H]2OC[C@@H]3n2nnnc2Oc2ccccc2)CCCC1	-22%
O=C(C1CCN(S(=O)(=O)c2cccs2)CC1)N1CCN(c2cccc(Cl)c2)CC1	-59%
Cc1c(Br)cc(C(=O)O)cc1Br	18%
Cc1ccc(S(=O)(=O)N(Cc2ccco2)Cc2ccco2)cc1	11%
COc1ccc(-c2ccc3ncn(C4CC4)c(=O)c3n2)cn1	40µM*
O=C1NC2(CN(C(=O)c3ccc(C(F)(F)F)cc3)C2)Oc2ccccc21	12%
Cc1nc(CN2CCN(c3cc(C4CC(O)C4)ncn3)CC2)cs1 (stereo unspecified)	3%
CC(C)(C)c1ccc(/C=N/OCC(=O)Nc2ccc3c(c2)OCCO3)cc1	13%
CCC(=O)NCC12CCCC=C1NC(=O)CC2 (stereo unspecified)	-3%
COc1ccc(OC)c(CN2CCC(C(O)(c3ccccc3)c3ccccc3)CC2)c1	-3%
CCc1ccccc1NC(=O)CCS(=O)(=O)c1ccc(C)cc1	13%
c1ccc2[nH]c(CCCn3ccnc3-c3cc4n(n3)CCCNC4)nc2c1	?
COc1cc(C(C)=O)ccc1OCc1ccc(C#N)cc1F	-7%
Cc1ccc(NC(=O)Cn2cc(S(=O)(=O)c3ccc(F)cc3)c(=O)c3cc4c(cc32)OCO4)cc1	?
COc1ccccc1CNC(=O)c1ccc2nc(-c3ccccc3)c(-c3ccccc3)nc2c1	?
Cc1cccc(N2CCN(C(=O)Cn3c(=O)c4cccn4c4ccc(F)cc43)CC2)c1C	-23%
c1ccc(CCOCC2CCNCC2)cc1	20%
O=C(OCc1nc(-c2cccc(Cl)c2)no1)c1ccc(Cl)s1	14%
COc1ccc(NC(=O)Cc2nnc(SCC(=O)NC3=NCCS3)n2C)cc1	3%
Cc1ccc(-c2cc(C(=O)Nc3nncs3)c3ccccc3n2)c(C)c1	-10%
COCCN(C)C[C@@H]1CN(C(=O)Cn2ncc3ccccc3c2=O)C[C@@H]1CO	25%
CC(C)(CC(=O)O)CC(=O)N1Cc2[nH]cnc2C[C@H]1c1nc(-c2ccc3ccccc3c2)no1	-20%
O=C(NCc1cccc(C(F)(F)F)c1)C1CCN(C(=O)c2cccc3ccccc23)CC1	18%
O=Cc1ccc(N2CCN(C(=O)c3ccncc3)CC2=O)cc1	-8%[149 µM]
O=C(NC1CCCC1)c1sc2cc(Cl)ccc2c1Cl	20%

Part of the list above, as comma-separated lines.
Molecule,KDM5B inhibitor
Cc1ccc(S(=O)(=O)N(Cc2ccco2)Cc2ccco2)cc1,11%
COc1ccc(-c2ccc3ncn(C4CC4)c(=O)c3n2)cn1,40µM*
O=C1NC2(CN(C(=O)c3ccc(C(F)(F)F)cc3)C2)Oc2ccccc21,12%
Cc1nc(CN2CCN(c3cc(C4CC(O)C4)ncn3)CC2)cs1 (stereo unspecified),3%
CC(C)(C)c1ccc(/C=N/OCC(=O)Nc2ccc3c(c2)OCCO3)cc1,13%
CCC(=O)NCC12CCCC=C1NC(=O)CC2 (stereo unspecified),-3%

(more compounds)
SMILES	KDM5B inhibitor
O=C(NCCc1cccs1)c1ccc(CN2C(=O)NC3(CCOCC3)C2=O)cc1	29%
NCCSc1ncc(C(F)(F)F)cc1Cl	24%
Fc1ccc(-c2nnc3ccc(NC4CCC4)nn23)nc1	-1%[115 µM]
Cc1nc2ccccc2c(C)c1C(=O)OCC(=O)NCC1CCCO1 (stereo unspecified)	-29%
CCCc1nc(SC)[nH]c(=O)c1C	20%
CC(Nc1cccc(CO)c1)c1nc2scc(-c3cccs3)c2c(=O)[nH]1 (stereo unspecified)	-18%
O=C(N/N=C/c1ccc(-c2ccccc2)cc1)c1cccs1	-13%
COc1ccc(NC(=O)CNS(=O)(=O)c2cccs2)c(OC)c1	2%
C[C@H]1CN(C(=O)CCCc2ccccc2)C[C@@H]1c1nc(-c2ccccc2)no1	-19%
Cc1ccccc1NC(=O)N1CCC(CCNC(=O)Cc2ccsc2)CC1	-3%
O=C(c1ccccc1F)N1CCC12Cc1ccccc1NC2=O (stereo unspecified)	18%[86.2 µM]
O=C(NCC1(COc2cccnc2)C[C@@H](O)[C@@H](O)C1)C1CCCC1 (stereo partly specified)	-17%[86.2 µM]
Cc1nn(-c2nc3c(c(=O)n(CC(N)=O)c(=O)n3C)n2Cc2ccccc2)c(C)c1C	12%
CCCCc1ccc(NC(=S)N2CCN(C(=O)c3ccco3)CC2)cc1	-11%
COC1C(=O)N(CC2CC2)C12CCN(S(=O)(=O)c1cccc3cccnc13)CC2 (stereo unspecified)	-17%
CCCn1ncc(NC(=O)c2cccc(CN3CCC[C@@H]3COC)c2)n1	-1%
O=C(Cn1cccc1-c1nc(-c2ccc(F)cc2)no1)NCc1ccc2c(c1)OCO2	5%
C#Cc1cccc(C(=O)N2CCC(Cc3ccc(Cl)cc3)(C(=O)OCC)CC2)c1	12%
Cc1cn2nc(-c3nc(C4CCCN(C(=O)c5cccs5)C4)no3)cc2c(=O)[nH]1 (stereo unspecified)	i
CCOc1cc(/C=C2/NC(=O)NC2=O)cc(Cl)c1OCc1ccccc1F	-11%
COC(=O)CNC(=O)c1nc(-c2ccccc2OC)c2cnccn12	100µM*
CCc1ccc(C2C(C(=O)Nc3ccc(Cl)cc3)=C(C)Nc3ncnn32)cc1 (stereo unspecified)	57%[activator]
CN(CC1CCOCC1)C(=O)c1ccc(Cl)s1	-19%
CCCCN(c1ccccc1)S(=O)(=O)c1cc2c3c(c1)C(C)C(=O)N3CCC2 (stereo unspecified)	-24%
Cc1noc(C)c1C(=O)NC1CCCc2c1[nH]c1c(Cl)cccc21 (stereo unspecified)	-12%
CC(c1nc(-c2ccccc2)no1)N1CCc2ccccc2C1 (stereo unspecified)	4%

For reference, part of the list above.
SMILES	KDM5B inhibitor
O=C(O)CCCN1CCCCCC1	-9%
O=C(C1CCCC1)N1CC2(CCCN(Cc3ccccn3)C2)Cc2ccccc21 (stereo unspecified)	-14%[115 µM]

Exported with each value named: entries from further up.
> CCc1ccc(C2C(C(=O)Nc3ccc(Cl)cc3)=C(C)Nc3ncnn32)cc1 (stereo unspecified)
  KDM5B inhibitor: 57%[activator]
> CN(CC1CCOCC1)C(=O)c1ccc(Cl)s1
  KDM5B inhibitor: -19%
> CCCCN(c1ccccc1)S(=O)(=O)c1cc2c3c(c1)C(C)C(=O)N3CCC2 (stereo unspecified)
  KDM5B inhibitor: -24%

Some of these compounds in order of molecular weight, smallest number first:
SMILES	KDM5B inhibitor
Fc1ccc(-c2nnc3ccc(NC4CCC4)nn23)nc1	-1%[115 µM]
O=C(c1ccccc1F)N1CCC12Cc1ccccc1NC2=O (stereo unspecified)	18%[86.2 µM]
Cc1cn2nc(-c3nc(C4CCCN(C(=O)c5cccs5)C4)no3)cc2c(=O)[nH]1 (stereo unspecified)	i
